Screens: PubChem, National Center for Advancing Translational Sciences (NCATS)
FBPA coupling cs: coupling enzyme interference in Giardia aldolase counter-screen; coupling enzyme system counterscreen, AmpLite Red fluorescence; activity change, negative = inhibition, % at 58.2 µM, hits read low; 0.67% of 290,000 active; AID 2472; in the data active = activity change below about -30%; also: % is scaled to controls: 0 for no effect and ±100 for the full control effect
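First, compound is pin-transferred into glyceraldehyde-3-phosphate coupling-enzyme reagent at 57.5 uM final and held 10 min at RT. Next, substrate, coupling system and AmpLite Red are added. After 20 min RT, fluorescence (525/598 nm) is read.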
FLuc counter: firefly luciferase modulation, counter-screen for miR-21 project. P08659. 6.9% of 360,000 active. Potency, µM (series often up to 57.5 µM), for the others: top-dose activity change, negative = inhibition, most hits filed as inhibitors. purified FLuc, Km substrates, luminescence inhibition. AID 588342;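 also: potency is read from the fitted curve at half-maximal effect; plate controls were vehicle for no effect and reference inhibitor for full effect; nearly all actives have a fitted effect of over 55% in size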
Target sequence (P08659 whole entry, looked up): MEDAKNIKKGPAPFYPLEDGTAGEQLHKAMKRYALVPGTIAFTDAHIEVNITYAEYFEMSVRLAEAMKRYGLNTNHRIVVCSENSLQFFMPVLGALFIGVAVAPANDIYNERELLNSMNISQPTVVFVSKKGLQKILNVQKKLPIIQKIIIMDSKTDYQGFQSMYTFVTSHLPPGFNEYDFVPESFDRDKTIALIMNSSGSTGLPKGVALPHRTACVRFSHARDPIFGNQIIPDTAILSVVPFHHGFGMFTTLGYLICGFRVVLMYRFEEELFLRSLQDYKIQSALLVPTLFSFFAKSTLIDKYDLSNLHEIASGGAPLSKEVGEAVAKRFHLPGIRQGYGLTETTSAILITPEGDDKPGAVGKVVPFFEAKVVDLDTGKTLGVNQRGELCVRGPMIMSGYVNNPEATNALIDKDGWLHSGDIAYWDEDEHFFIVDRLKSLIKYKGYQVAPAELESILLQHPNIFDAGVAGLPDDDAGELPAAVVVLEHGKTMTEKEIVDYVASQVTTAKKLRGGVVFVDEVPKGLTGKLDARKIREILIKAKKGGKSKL
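Purified P. pyralis luciferase, 10 nM final, with Km-level 10 uM D-luciferin and 10 uM ATP in 50 mM Tris acetate pH 7.5, 10 mM Mg acetate, 0.01% Tween-20, 0.05% BSA; 6-point qHTS titration about 60 µM downward; luminescence read.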
ELG1 genotox: genotoxicity induction in ELG1-luciferase HEK293T cells | HEK293T ELG1-luciferase reporter, luminescence, 16 h | Potency, µM (highest dose often 46 µM), without a hit: at the top dose activity change, positive = activation, most hits filed as activators | 1.3% of 330,000 active | AID 504466; also: potency is read from the fitted curve at half-maximal effect; % of control where 0% means no effect; nearly all actives have a fitted effect of over 60% in size
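DMSO vehicle served as control against compound-treated ELG1-luciferase HEK293T cells; exposure lasted 16 hr at 37 °C and 5% CO2, followed by ONE-Glo luminescence detection after 30 min.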
RORg inh: blocks mouse ROR gamma transcriptional activity; P51450; Drosophila S2 Gal4-RORgamma UAS-luciferase reporter, 20 h; Potency, µM (series often up to 53.6 µM), inactives show at the highest dose activity change, negative = inhibition, usual class: inhibitors; 5.4% of 310,000 active; AID 2551; also: potency is read from the fitted curve at half-maximal effect; % is scaled to controls: 0 for no effect and ±100 for the full control effect; nearly all actives have a fitted effect of over 60% in size
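Luciferase reporter read in Schneider cells carrying Gal4-RORγ (mouse) and UAS-Photinus luciferase; cells given compound 1 h before 700 uM copper sulfate induction, then incubated 20 h at ambient temperature.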
Tb PFK block: T. brucei PFK enzyme inhibition | T. brucei PFK, ADP-Glo luminescence | Potency, µM (series often up to 57.5 µM), without a hit: at the highest dose activity, negative = inhibition, most hits filed as inhibitors | AID 485367 | 0.17% of 330,000 active;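 also: potency is read from the fitted curve at half-maximal effect; 0% = uninhibited 1x PFK enzyme wells and -100% = no-enzyme wells; nearly all actives have a fitted effect of over 60% in size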
Target sequence (O15648 whole entry, looked up): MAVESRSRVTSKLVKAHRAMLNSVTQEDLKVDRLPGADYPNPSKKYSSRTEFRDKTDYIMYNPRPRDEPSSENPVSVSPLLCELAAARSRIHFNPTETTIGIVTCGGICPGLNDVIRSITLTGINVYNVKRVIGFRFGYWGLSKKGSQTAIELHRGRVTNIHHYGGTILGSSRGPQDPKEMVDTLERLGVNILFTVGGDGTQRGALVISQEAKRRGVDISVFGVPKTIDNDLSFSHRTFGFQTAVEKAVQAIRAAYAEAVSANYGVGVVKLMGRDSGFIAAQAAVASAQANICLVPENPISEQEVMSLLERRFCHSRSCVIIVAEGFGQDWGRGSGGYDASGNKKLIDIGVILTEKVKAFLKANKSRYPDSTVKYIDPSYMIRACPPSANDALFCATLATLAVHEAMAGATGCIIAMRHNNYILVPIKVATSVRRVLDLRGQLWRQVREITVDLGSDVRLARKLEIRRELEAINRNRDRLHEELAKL
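PFK 1.25 nM, F6P 0.5 mM, ATP 0.1 mM, 0.1 M TEA pH 8.0, 5 mM MgCl2, 0.01% Tween20, 0.1% BSA; 45 min RT. ADP-Glo readout. qHTS titration up to 57 uM; curves fitted, compounds curve-classed.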
Rab9 prom act: activators of Rab9 promoter | Potency, µM (highest dose often 9.22 µM), inactives show top-dose activation, negative = inhibition, most hits filed as activators | Huh7 Rab9 promoter-luciferase reporter, luminescence, 24 h | 2.8% of 320,000 active; also: potency is read from the fitted curve at half-maximal effect; % of control where 0% means no effect; nearly all actives have a fitted effect of over 60% in size
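Luminescence read-out: Huh7 cells stably expressing Rab9-luciferase, treated 24 h with compound at 37 °C, then lysed with luciferase reagent for 10 min at ambient before reading.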
NPC1 prom act: NPC1 promoter activation; Huh7 NPC1 promoter luciferase reporter, 24 h; Potency, µM (series often up to 9.22 µM), without a hit: at the top dose activation, usual class: activators; 2.4% of 320,000 active; AID 485313;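 also: potency is read from the fitted curve at half-maximal effect; % of control where 0% means no effect; nearly all actives have a fitted effect of over 60% in size; reporter is driven by a mutant NPC1 promoter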
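Stably transfected Huh7 (NPC1 promoter→luciferase), 1500 cells/well in Opti-MEM + 10% FBS, 2 h settle, then compound 24 h at 37 °C. Luminescence after 10 min with Amplite reagent.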
KCNH2 3.1 block: KCNH2 3.1 (human) potassium channel inhibition. activity change, % (tested at about 1.8 µM). AID 720553. U2OS KCNH2 3.1, thallium flux FluxOr; active compounds read low. 0.95% of 340,000 active;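 active = maximum activity change below -70%; inconclusive = maximum activity change from -70% to -50%; inactive = maximum activity change above -50%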;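 also: thallium influx rate constant from kinetic fluorescence after stimulation buffer; % is scaled to controls: 0 for no effect and ±100 for the full control effect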
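Virally transduced U2OS (3.1 isoform, 4 h infection in dark at RT) → overnight 37 C → FluxOr + Red40 in HBSS/HEPES, 45 min → stimulation buffer, 2 min kinetic read → rate constant vs DMSO controls.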
uPA generation: cell surface uPA generation inhibition; cell surface uPA generation assay, qHTS; Potency, µM (titrated, usually from 38.3 µM), for inactives: at the highest dose activity change, negative = inhibition, actives largely listed as inhibitors; 0.31% of 330,000 active; AID 540303; active = well fitted inhibition curve with a large enough effect; inconclusive = small, poorly fitted or top-dose-only effect; inactive = no such curve, though single readings can be large or run the other way; tested in mouse RAW 264.7 cells; also: potency is read from the fitted curve at half-maximal effect; % is scaled to controls: 0 for no effect and ±100 for the full control effect; nearly all actives have a fitted effect of over 55% in size
Gal4-VP16 FLuc: Gal4-VP16 reporter inhibition counter-screen; Drosophila S2 Gal4-VP16 UAS-luciferase, luminescence, 20 h; Potency, µM (highest dose often 53.6 µM), for the others: top-dose activity, negative = inhibition, actives largely listed as inhibitors; 3.5% of 310,000 active; AID 2546;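 also: Gal4-VP16 expression switched on by copper sulfate through the metallothionein promoter; potency is read from the fitted curve at half-maximal effect; % is scaled to controls: 0 for no effect and ±100 for the full control effect; nearly all actives have a fitted effect of over 50% in size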
Giardia kill: Giardia lamblia killing; Giardia lamblia trophozoite viability; activity change, % at 7.66 µM, hits read low; 0.15% of 340,000 active; in the data active = activity change below about -80%; inconclusive = between about -30% and that limit;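 also: parasites exposed to compound for two days anaerobically before the ATP read; % is scaled to controls: 0 for no effect and ±100 for the full control effect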
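Giardia lamblia trophozoites (100 cells/well) were incubated with compounds for 48 h at 37 deg C under anaerobic conditions. Viability was read as ATP content by one-step luminescence after 15-30 min at room temperature.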
* hit, by the source's call; & = joins results of further samples; [ ] = remark or other dose. Unless noted, calls follow the shape of the dose curve; as a rule, active = well fitted curve in the direction sought with a large enough effect; inconclusive = small, poorly fitted or top-dose-only effect, or another doubt; inactive = no such curve, though single readings can be large; an effect the other way counts as inactive or inconclusive.

What do the screens show for `CCOc1ccc(NC(=O)CN2CCN(C3c4ccccc4-c4ccccc43)CC2)cc1`?
FBPA coupling cs: -7.2; FLuc counter: 1.9%; ELG1 genotox: -3.6%; RORg inh: inconclusive; Tb PFK block: -1.3%; Rab9 prom act: -0.1%; NPC1 prom act: -5.3%; KCNH2 3.1 block: -30.1; Gal4-VP16 FLuc: 3.7%; Giardia kill: -7.6

What do the screens show for `CCN(CC(=O)NCc1ccc(F)cc1)C(=O)CN1CCN(c2ccccc2OC)CC1`?
FBPA coupling cs: 2.3; FLuc counter: -0.9%; ELG1 genotox: -2.8%; RORg inh: 0.0%; Tb PFK block: -0.5%; Rab9 prom act: -1.9%; NPC1 prom act: -2.4%; KCNH2 3.1 block: -3.1; uPA generation: -3.9%; Gal4-VP16 FLuc: -0.2%; Giardia kill: 0.8

What do the screens show for `OC(CCCCN1CCCCC1)c1ccccc1` (centres undefined)?
FBPA coupling cs: 0.7; FLuc counter: 5.5%; ELG1 genotox: -0.3%; RORg inh: -10.4%[10 µM]; Tb PFK block: -2.2%; Rab9 prom act: -9.7%; NPC1 prom act: -1.5%; KCNH2 3.1 block: 7.0; uPA generation: 0.3%; Gal4-VP16 FLuc: -2.5%; Giardia kill: 3.6

Results for Cc1c(C(=O)Nc2ccc(F)c(F)c2)oc2ccc(S(=O)(=O)N3CCCCC3)cc12 ?
FBPA coupling cs: 0.0; FLuc counter: 1.5%&-0.8%; ELG1 genotox: -11.9%; RORg inh: -10.2%; Tb PFK block: 3.6%; Rab9 prom act: -8.0%; NPC1 prom act: -5.6%; KCNH2 3.1 block: -22.9; uPA generation: -9.0%; Gal4-VP16 FLuc: 3.9%; Giardia kill: -5.2

How did COc1ccc(OC)c(-c2csc(NC(=O)Cc3ccc(F)cc3)n2)c1 do in these assays?
FBPA coupling cs: -0.4; FLuc counter: 16.9µM*; ELG1 genotox: -12.8%; RORg inh: -5.2%; Tb PFK block: 2.9%; Rab9 prom act: -2.0%; NPC1 prom act: -6.3%; KCNH2 3.1 block: -11.8; uPA generation: -5.3%; Gal4-VP16 FLuc: -13.7%; Giardia kill: -0.2

Results for Cc1sc2nc(CN3CCN(c4ccc(O)cc4)CC3)[nH]c(=O)c2c1C ?
FBPA coupling cs: -11.7; FLuc counter: -10.7%; ELG1 genotox: -7.4%; RORg inh: -1.1%; Tb PFK block: inconclusive; Rab9 prom act: -3.8%; NPC1 prom act: inconclusive; KCNH2 3.1 block: 0.6; uPA generation: -5.7%; Gal4-VP16 FLuc: -2.7%; Giardia kill: 9.4

What do the screens show for `COc1ccc(CCNC(=O)C(=O)NCC2OCCN2S(=O)(=O)c2ccc(OC)c(C)c2)cc1` (centres undefined)?
FBPA coupling cs: 0.5; FLuc counter: -0.3%; ELG1 genotox: -7.3%; RORg inh: 21.6%; Tb PFK block: 0.5%; Rab9 prom act: -1.9%; NPC1 prom act: -0.1%; KCNH2 3.1 block: -2.8; uPA generation: -18.8%; Gal4-VP16 FLuc: -8.1%; Giardia kill: 5.9

What do the screens show for `CCOc1ccccc1OCCOCCN1CCN(Cc2ccccc2)CC1`?
FBPA coupling cs: 5.2; FLuc counter: 1.5%; ELG1 genotox: -10.3%; RORg inh: 4.9%; Tb PFK block: -8.4%; Rab9 prom act: -6.9%; NPC1 prom act: -8.1%; KCNH2 3.1 block: 13.6; uPA generation: 3.2%; Gal4-VP16 FLuc: -5.1%; Giardia kill: -8.1

What do the screens show for `Cc1cc(O)c2c(CN3CCN(Cc4ccccc4)CC3)cc(=O)oc2c1`?
FBPA coupling cs: -0.9; FLuc counter: -5.4%; ELG1 genotox: -5.7%; RORg inh: 9.3%; Tb PFK block: -15.0%; Rab9 prom act: -7.7%; NPC1 prom act: -2.5%; KCNH2 3.1 block: -0.6; uPA generation: 8.8%; Gal4-VP16 FLuc: 2.5%; Giardia kill: -21.0

Results for O=C(COC(=O)c1ccc(Cl)nc1)Nc1ccc(N2CCCCC2)cc1 ?
ELG1 genotox: 15.6%; Tb PFK block: 3.7%; KCNH2 3.1 block: 27.4; uPA generation: 4.8%; Giardia kill: -3.1

How did CC1CCC(N2CC(=O)N(Cc3ccc4c(c3)OCO4)C(c3ccc(F)cc3)C2=O)CC1 (centres undefined) do in these assays?
FBPA coupling cs: -0.7; FLuc counter: 4.0%; ELG1 genotox: -6.5%; RORg inh: 20.9%; Tb PFK block: -0.3%; Rab9 prom act: -5.1%; NPC1 prom act: 0.4%; KCNH2 3.1 block: 11.4; Gal4-VP16 FLuc: -5.2%; Giardia kill: -8.5

Results for COc1cc(C(=O)NCc2ccc3c(c2)OCO3)ccc1OCc1c(C)noc1C ?
FBPA coupling cs: 0.1; FLuc counter: -0.5%; ELG1 genotox: 3.2%; RORg inh: 2.4%; Tb PFK block: 0.0%; Rab9 prom act: 3.4%; NPC1 prom act: -3.3%; KCNH2 3.1 block: -10.1; uPA generation: -4.3%; Gal4-VP16 FLuc: 7.9%; Giardia kill: 2.4

Results for Cc1ccc(C(=O)C2COC(=O)C2)cc1 (centres undefined) ?
FBPA coupling cs: 1.5; FLuc counter: -1.5%; ELG1 genotox: -7.7%; RORg inh: -4.3%; Tb PFK block: -0.8%; Rab9 prom act: -9.2%; NPC1 prom act: -0.4%; KCNH2 3.1 block: 14.8; Gal4-VP16 FLuc: 6.7%; Giardia kill: -9.5

What do the screens show for `CCCc1nnc(SCC(=O)O)n1/N=C/c1ccc2c(c1)OCO2`?
FBPA coupling cs: 14.5; FLuc counter: -16.3%; ELG1 genotox: -1.0%; RORg inh: 1.5%; Tb PFK block: -1.8%; Rab9 prom act: 2.5%; NPC1 prom act: 4.6%; KCNH2 3.1 block: -3.9; uPA generation: 1.5%; Gal4-VP16 FLuc: -5.5%; Giardia kill: -6.2

What do the screens show for `CCOC(=O)C1=C(c2ccccc2)NC(N)=NC1c1ccc(OCc2ccc(C(=O)OC)cc2)cc1` (centres undefined)?
FBPA coupling cs: -0.4; FLuc counter: -0.7%; ELG1 genotox: -2.0%; RORg inh: -27.1%; Tb PFK block: 1.1%; Rab9 prom act: -2.3%; NPC1 prom act: -4.4%; KCNH2 3.1 block: -4.0; uPA generation: -2.5%; Gal4-VP16 FLuc: 1.0%; Giardia kill: -1.7

How did O=C(Nc1ccc(Cl)cc1)OCCn1nnnc1C(c1ccccc1Cl)N1CCOCC1 (centres undefined) do in these assays?
FBPA coupling cs: -3.1; FLuc counter: inconclusive; ELG1 genotox: -2.8%; RORg inh: 45.0%; Tb PFK block: 1.2%; Rab9 prom act: -2.2%; NPC1 prom act: -1.0%; KCNH2 3.1 block: 6.0; uPA generation: 4.3%; Gal4-VP16 FLuc: -1.1%; Giardia kill: 12.6

Results for Clc1nc(CN2CCOCC2)nc2sc3c(c12)CCC3 ?
FBPA coupling cs: 1.1; FLuc counter: 1.8%; ELG1 genotox: -1.3%; RORg inh: inconclusive; Tb PFK block: -5.7%; Rab9 prom act: 2.2%; NPC1 prom act: 2.6%; KCNH2 3.1 block: -15.1; uPA generation: 3.0%; Gal4-VP16 FLuc: 22.7%; Giardia kill: -21.2

Results for CCOC(=O)C1CCCN(c2c(C(=O)c3ccccc3)cnc3ccccc23)C1 (centres undefined) ?
FBPA coupling cs: -1.9; FLuc counter: -9.4%; ELG1 genotox: -7.9%; RORg inh: -3.2%; Tb PFK block: 0.1%; Rab9 prom act: -0.9%; NPC1 prom act: 0.6%; KCNH2 3.1 block: -15.4; uPA generation: 3.7%; Gal4-VP16 FLuc: 14.0%; Giardia kill: 13.3

What do the screens show for `Cn1c(N)c(C(=O)/C=C/c2ccccc2)c(=O)[nH]c1=O`?
FBPA coupling cs: 0.2; FLuc counter: 16.9µM*; ELG1 genotox: inconclusive; RORg inh: 3.3%; Tb PFK block: 0.2%; Rab9 prom act: inconclusive; NPC1 prom act: inconclusive; KCNH2 3.1 block: -0.8; uPA generation: -8.1%; Gal4-VP16 FLuc: 9.3%; Giardia kill: -2.0

What do the screens show for `Cc1ccc(S(=O)(=O)N2CCCC(C(=O)N(Cc3cccs3)C3CC3)C2)cc1` (centres undefined)?
FBPA coupling cs: 2.5; FLuc counter: 12.2%; ELG1 genotox: -35.5%[inhibitor]; RORg inh: inconclusive; Tb PFK block: -16.0%; Rab9 prom act: -0.3%; NPC1 prom act: 1.6%; KCNH2 3.1 block: -37.1; uPA generation: -4.4%; Gal4-VP16 FLuc: 0.7%; Giardia kill: 20.5

What do the screens show for `CC(C)(C)c1ccc(-c2n[nH]c(=S)n2C2CCCC2)cc1`?
FBPA coupling cs: 5.3; FLuc counter: 0.1%; ELG1 genotox: -6.0%; RORg inh: 2.51µM*; Tb PFK block: 4.5%; Rab9 prom act: -21.7%; NPC1 prom act: -6.2%; KCNH2 3.1 block: 22.7; Gal4-VP16 FLuc: 4.47µM*; Giardia kill: -4.2

Rows were taken by chance. Share with any hit: about 14%.
